Screening data: PubChem, several laboratories
MEX-5 binding: MEX-5 zinc finger RNA-binding disruptors – biochemical, C. elegans, fluorescence polarization, MLPCN library, primary screen | Zinc finger protein mex-5 (Caenorhabditis elegans), Q9XUB2 | MEX-5/FITC-TCR2 RNA binding; stronger effect = lower value | activity score (negative = inhibition of binding), % at 10 µM | 300,000 tested, 0.38% active;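 active = inhibition past about -25% in most replicates, and total fluorescence under double the plate's negative control median, limit read from the data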;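 also: 0% = DMSO and -100% = 5 µM competing unlabeled TCR2 RNA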
AHR act: AHR activators, primary screen, cell-based, luminescence, luciferase reporter, human; Aryl hydrocarbon receptor (Homo sapiens), P35869; AHR-responsive luciferase reporter cells; activation, % at 5 µM; 320,000 tested, 2.5% active; in the data active = activation above about 47%;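 also: 0% = vehicle wells and 100% = reference agonist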
Target sequence (P35869 whole entry, looked up): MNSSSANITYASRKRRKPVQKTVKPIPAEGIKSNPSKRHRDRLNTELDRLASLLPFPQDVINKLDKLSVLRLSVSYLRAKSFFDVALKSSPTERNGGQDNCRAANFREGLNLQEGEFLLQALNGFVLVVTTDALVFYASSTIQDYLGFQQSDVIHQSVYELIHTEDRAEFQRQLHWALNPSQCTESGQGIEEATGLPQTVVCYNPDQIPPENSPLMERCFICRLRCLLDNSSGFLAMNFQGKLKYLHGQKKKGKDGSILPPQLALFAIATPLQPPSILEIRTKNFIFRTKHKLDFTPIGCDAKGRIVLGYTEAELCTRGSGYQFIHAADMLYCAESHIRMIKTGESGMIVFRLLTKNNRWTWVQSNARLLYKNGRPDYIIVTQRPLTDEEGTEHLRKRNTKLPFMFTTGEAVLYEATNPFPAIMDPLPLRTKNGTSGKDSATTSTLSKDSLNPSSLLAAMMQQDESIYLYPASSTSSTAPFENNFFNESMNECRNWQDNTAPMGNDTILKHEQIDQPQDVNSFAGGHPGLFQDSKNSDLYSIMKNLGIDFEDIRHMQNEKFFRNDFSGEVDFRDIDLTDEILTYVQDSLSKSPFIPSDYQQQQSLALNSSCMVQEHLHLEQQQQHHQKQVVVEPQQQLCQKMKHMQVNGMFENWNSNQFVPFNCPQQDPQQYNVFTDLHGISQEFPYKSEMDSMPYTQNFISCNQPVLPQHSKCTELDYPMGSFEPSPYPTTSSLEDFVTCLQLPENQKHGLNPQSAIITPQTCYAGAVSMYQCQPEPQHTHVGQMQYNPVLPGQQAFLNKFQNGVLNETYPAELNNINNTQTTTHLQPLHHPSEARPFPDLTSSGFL
pPAFAH inh: pPAFAH enzyme inhibitors, primary screen, biochemical, fluorescence polarization, human; Platelet-activating factor acetylhydrolase (Homo sapiens), Q13093; recombinant pPAFAH, FP-rhodamine probe fluorescence polarization; inhibition, % at 3.39 µM; 330,000 tested, 1.5% active;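 active = inhibition above the mean inhibition across the screen plus 3 SD, cut at about 25% in these data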;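 also: inhibitors block binding of the rhodamine activity-based probe so polarization drops; 0% = enzyme with DMSO and 100% = wells lacking pPAFAH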
Fam108B counter: mouse Fam108B serine hydrolase inhibitors, primary screen, counter-screen for RBBP9 inhibitor project, biochemical, fluorescence polarization; inhibition, % at 9.51 µM; 300,000 tested, 0.33% active; recombinant Fam108B, FP-Rh probe fluorescence polarization; AID 1947, 2009;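 active = inhibition above the screen mean inhibition plus 3 SD, computed separately per campaign, cut at about 18% in these data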;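 also: inhibitors lower polarization as less probe binds the enzyme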
MCL1-BIM inh: inhibitors of MCL1 binding to BIM-BH3, primary screen, biochemical, fluorescence polarization | GST-MCL1 / FITC-Bim-BH3 fluorescence polarization | inhibition, % at 10.9 µM | 320,000 tested, 0.68% active;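 active = inhibition above the mean inhibition of all tested compounds plus 3 SD, set per campaign, cut at about 40% in these data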;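 also: 0% = DMSO wells and 100% = unlabeled Bim-BH3 peptide control; higher means more loss of mP so more displacement of Bim peptide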
BCLXL inh: inhibitors of human Bcl-xL, primary screen, biochemical, fluorescence polarization, HTS. Bcl-2-like protein 1 (Homo sapiens), Q07817. GST-Bcl-xL / FITC-Bim BH3 peptide fluorescence polarization. inhibition, % at 10.9 µM. 320,000 tested, 0.7% active;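 active = inhibition above the mean of all tested compounds plus 3 SD, cutoff set per campaign, cut at about 30% in these data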;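 also: 0% = DMSO wells and 100% = unlabeled Bim-BH3 peptide competitor; inhibitors lower millipolarization by displacing the labeled peptide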
Target sequence (Q07817 whole entry, looked up): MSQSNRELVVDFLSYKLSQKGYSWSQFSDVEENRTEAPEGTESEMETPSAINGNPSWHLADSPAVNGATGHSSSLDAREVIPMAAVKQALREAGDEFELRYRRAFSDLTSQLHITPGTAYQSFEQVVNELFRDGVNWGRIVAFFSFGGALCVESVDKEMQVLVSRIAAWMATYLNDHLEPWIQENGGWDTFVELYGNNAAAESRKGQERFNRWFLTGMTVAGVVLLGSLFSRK
PME-1 inh: PME-1 inhibitors via competitive probe labeling, primary screen, biochemical, fluorescence polarization, FP-Rh probe, HTS; recombinant PME-1; Protein phosphatase methylesterase 1 (Homo sapiens), Q9Y570; inhibition, % at 5.9 µM; AID 2130, 2009; 320,000 tested, 0.53% active;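 active = inhibition above the campaign mean of all compounds plus 3 SD, cut at about 26% in these data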;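 also: competitive labeling of PME-1 active site by serine hydrolase directed probe; 0% = PME-1 with DMSO and 100% = wells lacking PME-1 enzyme; inhibitors block probe labeling so polarization falls and inhibition rises; many of its hits are not listed in these tables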
GLD-1 TGE inh: GLD-1/TGE RNA complex disruptors, primary screen, biochemical, fluorescence polarization; Female germline-specific tumor suppressor gld-1 (Caenorhabditis elegans), Q17339; purified GLD-1 + fluorescein TGE RNA; inhibition, % at 5.96 µM; 320,000 tested, 0.44% active;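 active = percent inhibition above a per-plate cutoff, the plate mean of test compounds plus 3 SD, cut at about 30% in these data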;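 also: 0% = DMSO wells with GLD-1 and probe and 100% = wells lacking GLD-1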
PAFAH1B2 inh: PAFAH1B2 enzyme inhibitors, primary screen, biochemical, fluorescence polarization, human | Platelet-activating factor acetylhydrolase IB subunit alpha2 (Homo sapiens), P68402 | recombinant PAFAH1B2, FP-rhodamine activity probe | inhibition, % at 3.39 µM | 340,000 tested, 1.2% active;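 active = inhibition above the mean of all tested compounds plus 3 SD, cut at about 24% in these data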;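 also: 0% = enzyme with DMSO and 100% = wells lacking PAFAH1B2; many of its hits are not listed in these tables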
* hit, by the source's call. This is a subset; count on the stated rates, not on these rows.

`CCOc1ccc(-c2c(=O)n(OCc3ccc([N+](=O)[O-])cc3)c3ccccc3[n+]2[O-])cc1` gave MEX-5 binding -4.4, AHR act -3, pPAFAH inh -1, Fam108B counter 2, MCL1-BIM inh -5, BCLXL inh 5, PME-1 inh -1 and GLD-1 TGE inh 0.
Screening Cc1cc(C)cc(OCC(=O)N2CCCCCC2)c1 returned MEX-5 binding -0.1, AHR act 1, pPAFAH inh 12, Fam108B counter 1, MCL1-BIM inh -1, BCLXL inh 0, PME-1 inh 2, GLD-1 TGE inh 0 and PAFAH1B2 inh 5.
`CC(NCC(=O)Nc1ccccc1C(=O)NC1CC1)c1ccccc1Cl` (configuration not stated) gave AHR act 1, pPAFAH inh -1, MCL1-BIM inh -6, BCLXL inh -3, PME-1 inh 0, GLD-1 TGE inh -3 and PAFAH1B2 inh 0.
For Cc1ccc(N2CCN(S(=O)(=O)N(C)C)CC2)cc1C the results were MEX-5 binding 0.4, AHR act 1, pPAFAH inh -2, Fam108B counter 3, MCL1-BIM inh 3, BCLXL inh 4, PME-1 inh -3, GLD-1 TGE inh -4 and PAFAH1B2 inh 0.
`Cc1ccc(-c2nnc(Cc3ccc(Cl)cc3)o2)cc1` gave MEX-5 binding 0.6, AHR act -1, pPAFAH inh 3, Fam108B counter -4, MCL1-BIM inh -5, BCLXL inh -3, PME-1 inh -1, GLD-1 TGE inh 6 and PAFAH1B2 inh 9.
CCC(C)NC(=O)C1CCC(CNS(=O)(=O)c2ccccc2)CC1 (configuration not stated) was read as MEX-5 binding -0.7, AHR act 5, pPAFAH inh 9, Fam108B counter 1, MCL1-BIM inh 13, BCLXL inh 2, PME-1 inh -12, GLD-1 TGE inh 8 and PAFAH1B2 inh 3.
O=C(CCCOc1ccccc1)Nc1cccnc1 was read as MEX-5 binding -3.0, AHR act 2, pPAFAH inh 2, Fam108B counter 2, MCL1-BIM inh 0, BCLXL inh 3, PME-1 inh 2, GLD-1 TGE inh -1 and PAFAH1B2 inh 2.
For Cc1ccc(C)c(NS(=O)(=O)c2cc(C(N)=O)ccc2C)c1 the results were MEX-5 binding 0.2, AHR act -2, pPAFAH inh 2, Fam108B counter 0, MCL1-BIM inh -3, BCLXL inh -2, PME-1 inh 1, GLD-1 TGE inh 6 and PAFAH1B2 inh 4.
`COc1cc2c(cc1OC)/C(=C/C#N)NC(C)(C)C2` gave MEX-5 binding 1.3, AHR act 0, pPAFAH inh 3, Fam108B counter -3, MCL1-BIM inh 3, BCLXL inh 3, PME-1 inh 8, GLD-1 TGE inh -1 and PAFAH1B2 inh 4.
COc1ccc(CNC(=O)C(=O)NCCC2CCCCN2S(=O)(=O)c2ccccc2)cc1 (configuration not stated) was read as MEX-5 binding 1.7, AHR act 0, pPAFAH inh 6, Fam108B counter -2, MCL1-BIM inh -1, BCLXL inh 1, PME-1 inh 4, GLD-1 TGE inh 6 and PAFAH1B2 inh 23.
`O=C(CCn1c(=S)oc2ccccc21)NC1CCCCC1` gave MEX-5 binding 1.0, AHR act 1, pPAFAH inh 1, Fam108B counter 1, MCL1-BIM inh -4, BCLXL inh -5, PME-1 inh -1, GLD-1 TGE inh 2 and PAFAH1B2 inh 5.
For Cc1sc2nc(CSCC(=O)N(CCC#N)c3ccccc3)[nH]c(=O)c2c1C the results were MEX-5 binding -1.1, AHR act 9, pPAFAH inh 2, Fam108B counter 0, MCL1-BIM inh 1, BCLXL inh 8, PME-1 inh 1, GLD-1 TGE inh 0 and PAFAH1B2 inh -1.
CN1/C(=C/C=N/NC(=O)c2ccc([N+](=O)[O-])cc2)C(C)(C)c2ccccc21 was read as MEX-5 binding 0.5, AHR act 8, pPAFAH inh -4, Fam108B counter 2, MCL1-BIM inh 13, BCLXL inh 1, PME-1 inh -4, GLD-1 TGE inh 0 and PAFAH1B2 inh 2.
Screening O=C(/C=C/c1ccc(O)c(O)c1)OCCc1ccccc1 returned MEX-5 binding -1.2, AHR act 11, pPAFAH inh 11, Fam108B counter 1, MCL1-BIM inh 33, BCLXL inh 18, PME-1 inh 14, GLD-1 TGE inh 6 and PAFAH1B2 inh 34*.
Screening S=C(NC1CCCC1)N1CCN(c2cccc(Cl)c2)CC1 returned MEX-5 binding -2.8, AHR act -4, pPAFAH inh 1, Fam108B counter -3, MCL1-BIM inh 9, BCLXL inh 2, PME-1 inh 4, GLD-1 TGE inh 5 and PAFAH1B2 inh 3.
For COc1ccc(S(=O)(=O)N(C)c2ccc(C(=O)NCc3ccco3)cc2)cc1 the results were MEX-5 binding -0.7, AHR act 3, pPAFAH inh 1, Fam108B counter -3, MCL1-BIM inh 2, BCLXL inh 3, PME-1 inh 1, GLD-1 TGE inh 3 and PAFAH1B2 inh 5.
For Fc1ccc(/C=N/N2CCCCC2)c(F)c1 the results were MEX-5 binding 2.1, AHR act 5, pPAFAH inh 3, Fam108B counter -2, MCL1-BIM inh -5, BCLXL inh 6, PME-1 inh -1, GLD-1 TGE inh 3 and PAFAH1B2 inh 3.
For Cc1ccnc(OC(C(=O)O)C(OCCc2ccccc2)(c2ccccc2)c2ccccc2)n1 (configuration not stated) the results were MEX-5 binding 0.7, AHR act 1, pPAFAH inh 3, Fam108B counter 2, MCL1-BIM inh 10, BCLXL inh 4, PME-1 inh -4, GLD-1 TGE inh -2 and PAFAH1B2 inh 6.
Cc1cc(N2CCN(C(=O)c3ccco3)CC2)n2ncc(-c3ccccc3)c2n1 was read as MEX-5 binding -0.2, AHR act 31, pPAFAH inh 3, Fam108B counter 4, MCL1-BIM inh 3, BCLXL inh 2, PME-1 inh 5, GLD-1 TGE inh -7 and PAFAH1B2 inh -3.
Cc1cccc(NC(=O)c2ccc(N3C(=O)C4C5C=CC(C6CC56)C4C3=O)cc2)c1 (configuration not stated) was read as MEX-5 binding -1.2, AHR act -1, pPAFAH inh -14, Fam108B counter -1, MCL1-BIM inh -2, BCLXL inh 4, PME-1 inh -4, GLD-1 TGE inh 7 and PAFAH1B2 inh 0.
CCOC(=O)CN1C(=O)N[C@@H](c2cccc(F)c2)C(C(=O)OC)=C1C was read as MEX-5 binding -2.5, AHR act 0, pPAFAH inh -1, Fam108B counter 3, MCL1-BIM inh 7, BCLXL inh 1, PME-1 inh 4, GLD-1 TGE inh -4 and PAFAH1B2 inh -2.
CC(C)c1ccccc1NCC(=O)N1CCN(Cc2ccccc2)CC1 was read as MEX-5 binding -1.3, AHR act -2, pPAFAH inh 0, Fam108B counter -1, MCL1-BIM inh 1, BCLXL inh 2, PME-1 inh -1, GLD-1 TGE inh 7 and PAFAH1B2 inh 6.
`Cc1ccc(NC(=O)Cn2cccc2)cc1Cl` gave MEX-5 binding 0.4, AHR act -8, pPAFAH inh 7, Fam108B counter 2, MCL1-BIM inh -2, BCLXL inh -2, PME-1 inh -5, GLD-1 TGE inh -1 and PAFAH1B2 inh 6.
For CN(CC(=O)Nc1ccccc1Br)C(=O)C1CCN(C(=O)c2ccc(Cl)cc2)CC1 the results were MEX-5 binding 5.6, AHR act 9, pPAFAH inh 2, Fam108B counter 3, MCL1-BIM inh -7, BCLXL inh -5, PME-1 inh 3, GLD-1 TGE inh -3 and PAFAH1B2 inh 0.
Screening CC(C)NC(=O)c1c(O)c2cccc3c2n(c1=O)CCC3 returned MEX-5 binding 0.4, AHR act 38, pPAFAH inh 5, Fam108B counter 0, MCL1-BIM inh 0, BCLXL inh -1, PME-1 inh 2, GLD-1 TGE inh 6 and PAFAH1B2 inh -2.
For COc1ccccc1CNC(=O)C1(C)Oc2cccnc2NC1=O (configuration not stated) the results were MEX-5 binding 3.7, AHR act 0, pPAFAH inh 5, Fam108B counter 6, MCL1-BIM inh 3, BCLXL inh -1, PME-1 inh -3, GLD-1 TGE inh 3 and PAFAH1B2 inh 4.
Screening CC(C)CNS(=O)(=O)c1cc(C(=O)OCC(=O)c2ccc3c(c2)OCCO3)c(Cl)cc1Cl returned MEX-5 binding 3.9, AHR act 5, pPAFAH inh 2, Fam108B counter -11, MCL1-BIM inh -10, BCLXL inh 2, PME-1 inh -2, GLD-1 TGE inh -1 and PAFAH1B2 inh -3.
Screening O=C(CSc1nc(-c2ccccc2)cc(=O)[nH]1)Nc1ccccn1 returned MEX-5 binding 0.2, AHR act 8, pPAFAH inh 5, Fam108B counter -1, MCL1-BIM inh 6, BCLXL inh 5, PME-1 inh 5, GLD-1 TGE inh -8 and PAFAH1B2 inh 7.
For Cc1cccc2cc(CN(C(=O)c3cccs3)c3ccccc3)c(=O)[nH]c12 the results were MEX-5 binding -0.1, AHR act 4, pPAFAH inh -1, Fam108B counter -2, MCL1-BIM inh -2, BCLXL inh -2, PME-1 inh 2, GLD-1 TGE inh 2 and PAFAH1B2 inh 1.
COc1ccccc1CCN1CCCC(CN(C)C(=O)c2ccc3nc[nH]c3c2)C1 (configuration not stated) was read as MEX-5 binding 4.1, AHR act -1, pPAFAH inh 0, Fam108B counter -3, MCL1-BIM inh 6, BCLXL inh 4, PME-1 inh 0, GLD-1 TGE inh 4 and PAFAH1B2 inh 6.
CCCCN(CC)C(=O)C1CCC(=O)N(c2ccc(OC)cc2)C1c1ccc(OC)c(OC)c1 (configuration not stated) was read as AHR act 0, pPAFAH inh 1, Fam108B counter 0, MCL1-BIM inh 2, BCLXL inh 3, PME-1 inh -1, GLD-1 TGE inh 3 and PAFAH1B2 inh 4.
O=C(NNC(=S)Nc1ccccc1C(F)(F)F)c1ccc(Br)o1 was read as MEX-5 binding 0.3, AHR act 4, pPAFAH inh 3, Fam108B counter 3, MCL1-BIM inh 0, BCLXL inh -3, PME-1 inh -2, GLD-1 TGE inh -4 and PAFAH1B2 inh 8.
`CCCN(CCC)S(=O)(=O)c1ccc(C(=O)NCc2ccc3c(c2)OCO3)cc1` gave MEX-5 binding 1.8, AHR act 2, pPAFAH inh 8, Fam108B counter -1, MCL1-BIM inh -5, BCLXL inh 2, PME-1 inh 1, GLD-1 TGE inh 5 and PAFAH1B2 inh -2.

Looked up one by one from above:
Screening O=C(/C=C/c1ccc(O)c(O)c1)OCCc1ccccc1 returned MEX-5 binding -1.2, AHR act 11, pPAFAH inh 11, Fam108B counter 1, MCL1-BIM inh 33, BCLXL inh 18, PME-1 inh 14, GLD-1 TGE inh 6 and PAFAH1B2 inh 34*.
Screening S=C(NC1CCCC1)N1CCN(c2cccc(Cl)c2)CC1 returned MEX-5 binding -2.8, AHR act -4, pPAFAH inh 1, Fam108B counter -3, MCL1-BIM inh 9, BCLXL inh 2, PME-1 inh 4, GLD-1 TGE inh 5 and PAFAH1B2 inh 3.
`O=C(CCn1c(=S)oc2ccccc21)NC1CCCCC1` gave MEX-5 binding 1.0, AHR act 1, pPAFAH inh 1, Fam108B counter 1, MCL1-BIM inh -4, BCLXL inh -5, PME-1 inh -1, GLD-1 TGE inh 2 and PAFAH1B2 inh 5.
